D2 ag: D2 dopamine receptor (human) agonism; HEK293 T-REx D2 cells, calcium flux agonist mode; AID 485358; activation, % at 2 µM; P14416; actives 0.53% (n = 340,000);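 active means activation over 3 SD above normal in the single-dose calcium agonist read, cut at about 30% in these data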; further: 0% is about no effect
Target sequence (P14416 whole entry, looked up): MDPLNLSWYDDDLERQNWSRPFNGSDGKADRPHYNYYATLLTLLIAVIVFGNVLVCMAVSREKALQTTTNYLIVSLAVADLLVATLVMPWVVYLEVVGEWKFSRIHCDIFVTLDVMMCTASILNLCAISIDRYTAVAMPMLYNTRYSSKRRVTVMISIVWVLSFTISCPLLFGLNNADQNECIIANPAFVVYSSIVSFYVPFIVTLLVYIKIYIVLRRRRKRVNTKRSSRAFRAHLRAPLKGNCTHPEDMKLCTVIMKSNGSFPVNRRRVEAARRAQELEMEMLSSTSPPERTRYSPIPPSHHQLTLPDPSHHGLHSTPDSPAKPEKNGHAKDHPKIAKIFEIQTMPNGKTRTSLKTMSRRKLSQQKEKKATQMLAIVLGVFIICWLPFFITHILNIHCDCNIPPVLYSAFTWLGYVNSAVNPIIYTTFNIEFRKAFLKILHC
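Calcium-flux readout, 1 cycle/sec over 180 s following compound pin transfer, in inducible HEK293 Trex D2 cells (force-coupled); dopamine controls included. Positive calcium responses during this window marked compounds as potential agonists.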
D1 agonist: human D1 receptor agonism; P21728; HEK293 T-REx D1 cells, calcium flux, agonist mode; activation, % at 2 µM; actives 1% (n = 360,000); AID 504660; further: 0% is about no effect
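Tetracycline-induced HEK293 TREx D1 cells, force-coupled to calcium signalling, were dye-loaded with a no-wash calcium kit. Compound was pin-added after a 10 s baseline. Fluorescence was read kinetically at 1 cycle/s for 180 s, with calcium rises flagged as agonism.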
TRHR enhancer: TRH receptor (human) allosteric enhancement; TRHR cells, fluo-8 calcium fluorescence, EC20 TRH enhancement; enhancement, % at 2 µM; actives 0.66% (n = 360,000); in the data active means enhancement above about 30%; further: 0% is about no effect
Target sequence (P34981 whole entry, looked up): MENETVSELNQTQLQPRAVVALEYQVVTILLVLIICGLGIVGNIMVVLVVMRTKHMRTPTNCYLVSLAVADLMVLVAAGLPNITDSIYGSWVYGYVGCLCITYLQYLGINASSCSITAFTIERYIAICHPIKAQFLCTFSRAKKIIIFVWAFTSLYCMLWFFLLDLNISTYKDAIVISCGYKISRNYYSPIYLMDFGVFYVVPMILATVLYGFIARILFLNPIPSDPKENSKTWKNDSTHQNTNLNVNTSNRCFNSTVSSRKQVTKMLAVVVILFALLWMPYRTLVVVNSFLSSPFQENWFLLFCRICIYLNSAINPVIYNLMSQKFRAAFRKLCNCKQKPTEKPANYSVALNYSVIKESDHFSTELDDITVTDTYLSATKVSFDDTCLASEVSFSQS
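TRHR-expressing cells loaded with fluo-8 calcium dye were read kinetically (ex 480/em 530) during compound addition, then stimulated with an EC20 of TRH (10 nM final). Enhancement of the Gq-mediated intracellular calcium response was scored.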
D1 antagonist: antagonists of human D1 dopamine receptor | P21728 | HEK293 TREx D1 cells, calcium flux, dopamine EC80; hits give low values | activity change, negative = inhibition, % at 10 µM | actives 3.2% (n = 360,000); in the data active means activity change below about -30%; further: on the % scale 0 is the no-effect control and ±100 the full control effect
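Tetracycline-induced HEK293 T-REx cells with force-coupled D1 receptor were loaded with a no-wash calcium dye. Compound was added after a 10 s baseline and read kinetically for 180 s; EC80 dopamine was then added and calcium flux followed another 180 s.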
D1 PAM: potentiators of human D1 dopamine receptor; actives 0.036% (n = 360,000); AID 504651; potentiation, % at 10 µM; HEK293 TREx D1 cells, calcium flux, dopamine EC20 potentiation; P21728; in the data active means potentiation above about 30%; further: 0% is about no effect
TRHR ag: TRH receptor (human) agonism; P34981; actives 0.18% (n = 360,000); TRHR cells, calcium flux fluo-8, FDSS agonist mode; AID 493084; activation, % at 2 µM; further: 0% is about no effect
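Read-out: compound-evoked intracellular calcium rise in TRHR cells, fluo-8 dye, kinetic FDSS fluorescence at 1 s/cycle following a 10-cycle baseline. Cells cultured overnight before dye loading (30 min–1.5 h, RT).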
RXFP1 antagonist: antagonists of human relaxin receptor RXFP1; activity change, negative = inhibition, % at 57.5 µM; actives 0.59% (n = 350,000); Q9HBX9; HEK293-RXFP1, relaxin-stimulated cAMP HTRF, 30 min; hits give low values;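 active means activity change of -60% or lower, but not beyond a set lower limit; inconclusive means change between -60% and -40%, or beyond the set limit; inactive means change above -40%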; further: on the % scale 0 is the no-effect control and ±100 the full control effect
D2 PAM: positive allosteric modulators of human D2 dopamine receptor; P14416; HEK293 T-REx D2, calcium flux, EC20 dopamine potentiation; potentiation, % at 10 µM; actives 0.34% (n = 340,000);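 active means potentiation over 3 SD above the plate norm, cut at about 30% in these data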; further: 0% is about no effect
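Using a no-wash calcium dye in inducible, force-coupled HEK293 Trex cells expressing D2, we tracked fluorescence each second for 180 s after compound, then for 180 s after EC20 dopamine to detect augmented signalling.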
D2 antagonist: D2 dopamine receptor (human) antagonism | P14416 | HEK293 TREx D2 cells, calcium flux, dopamine EC80 | inhibition, % at 10 µM | actives 2% (n = 340,000); in the data active means inhibition above about 30%; further: 0% is about no effect
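Antagonism is scored as inhibition of an EC80 dopamine-evoked calcium signal in a force-coupled, tetracycline-inducible HEK293 T-REx D2 line, with compound present 180 s before agonist.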
* = called active by the depositor; ? = inconclusive; . = no result given; & = joins results of further samples. Unless noted, no stated cut-off is given here; in the data, active means activation above about 30%; inactive means the rest.

Values in the order: D1 PAM, RXFP1 antagonist, D1 antagonist, TRHR ag, TRHR enhancer, D2 ag, D2 antagonist, D1 agonist, D2 PAM
- Nc1ccc(-c2n[nH]c(=O)c3ccccc23)cc1N
  7.3, 2.8, 10.7, 0.9, 4.2, 0.7, -12.0, 9.8, 3.7
- CCc1cccc(NS(=O)(=O)c2c(C)[nH]c(=O)[nH]c2=O)c1
  -0.5&-2.8, 2.0&-4.6, 7.3&12.9, 0.2&0.2, -1.2&-3.9, 1.1&-0.2, -22.8, 0.2&1.9, -2.1&-11.9
- COc1ccccc1N1CCN(c2nc(C)cc(C)c2C#N)CC1
  -4.0, -10.0, 10.4, 0.0, 4.9, -1.4, 3.6, 2.0, 11.0
- O=[N+]([O-])c1cc(/C=N/O)ccc1Oc1cccc(Cl)c1
  8.0, 10.3, -11.2, -0.5, -6.5, -0.5, -9.0, 0.7, 6.9
- CC(C)c1noc(-c2ccccc2OCC(=O)Nc2ccc([N+](=O)[O-])cc2)n1
  -1.4, ., 5.6, 0.1, -1.4, -0.3, ., -0.1, 4.4
- CCOC(=O)CCCNC(=O)COC(=O)CCC(=O)c1ccc(F)cc1
  -6.5, -2.2, -8.4, -0.3, -2.0, 0.2, -5.7, 1.6, 0.6
- CC(Oc1ccc2c3c(c(=O)oc2c1)CCC3)C(=O)NCCCn1ccnc1 (stereo not drawn)
  -0.1, -11.3, 7.8, -0.1, 0.0, 0.7, 14.0, 1.6, 2.1
- CC1CCCN(S(=O)(=O)c2ccc(C(=O)Nc3nnc(C4=COCCO4)o3)cc2)C1 (stereo not drawn)
  1.0, ., -4.9, 0.0, -10.8, 0.0, 1.6, 0.7, 8.3
- Cc1cccc(C)c1OCC(=O)Nc1ccccc1N1CCCCC1
  17.1, -9.0, 5.7, 0.6, -0.9, -0.5, 8.1, 8.1, 2.9
- CCCC(=O)N1CCCC(c2nc(-c3cccs3)no2)C1 (stereo not drawn)
  1.3, -1.5, 1.7, 0.1, 3.9, 0.0, -8.4, 0.3, 1.7
- O=C(COC(=O)CCCSc1nc2ccccc2[nH]1)Nc1ccc(Cl)cc1
  -10.3, -4.0, -23.8, -1.9, 2.5, -1.1, -6.0, 3.0, -14.6
- CCCN1CCN(C(=O)c2cc3c(s2)-c2ccccc2OC3)CC1
  -4.5, ., -2.1, 0.4, 2.1, -0.8, -8.8, 2.9, -5.7
- COCCOC1CCN(C(=O)C2CCC(=O)N(CCc3cccc(F)c3)C2)CC1 (stereo not drawn)
  -8.1, -3.2, 14.3, 0.1, 0.2, ., ., 1.1, .
- COc1ccc(C(=O)COC(=O)CNC(=O)c2cccs2)cc1Br
  -3.2, 12.8, -3.5, -1.7, 2.6, -0.4, -12.3, 3.7, 15.8
- O=C(CNC(=O)c1ccccc1F)NCCOc1cccc(Cl)c1Cl
  -4.7, 7.8, 6.1, -0.3, -6.3, -0.7, -9.0, 1.0, -0.3
- COc1cc(CNCc2ccccc2Cl)ccc1OCC(=O)NC1CCCCC1
  5.0, -13.4, 6.6, 1.1, 0.4, 1.0, 1.7, 6.7, -1.2
- O=C(c1cccs1)N(Cc1ccco1)C1CCS(=O)(=O)C1 (stereo not drawn)
  -4.2, 22.0, -11.0, 0.1, 5.1, 58.4*, 40.8*, 2.2, -19.9
- COc1cc(C(=O)NC(=S)Nc2csc(-c3ccc(F)cc3)n2)cc(OC)c1OC
  7.1, -10.6, -12.4, 0.3, 21.8, 2.2, -4.5, 3.0, 7.5
- CCCCOc1ccc(C(=O)NCCC(=O)NCCCC(=O)OCC)cc1
  -7.8, -4.5, 1.3, -0.4, 3.2, 0.2, -10.2, 3.2, 8.6
- CCOc1ccc(Br)cc1S(=O)(=O)NC(=O)c1ccccc1
  -1.2, -3.7, -17.1, 0.6, 6.4, 1.5, 1.8, 1.2, 10.0
- CCOC(=O)N1CCN(CC(=O)Nc2nnc(C(F)(F)F)s2)CC1
  7.2, -7.4, -17.5, 0.4, 4.9, ., ., -2.6, .
- Cn1c(=O)n(C)c2cc(NC(=O)COc3ccc(F)cc3F)ccc21
  -6.0, 6.0, -14.3, -0.1, 1.3, 1.1, -8.5, 1.4, 6.0
- CCCCCCSc1cccc(-c2nc3ccc(C)cn3c2NCc2ccccc2)c1
  -2.7, ., 8.8, 0.1, -4.1, 0.5, 6.1, -1.1, 8.9
- COc1ccc(C)cc1NC(=O)CNC(c1ccccc1)c1ccc(C)cc1 (stereo not drawn)
  -6.8, 5.8, 4.1, 1.5, 2.9, 0.9, -4.9, 4.8, 0.3
- OC(CNCc1ccc2c(c1)OCO2)COc1ccccc1 (stereo not drawn)
  -5.3, -35.4, 11.6, 0.3, 0.9, 0.5, -0.2, 7.7, -16.0
- COc1ccccc1CN(C)CC(=O)NC(=O)NC1CCCCC1
  -0.7, -1.1, -0.6, 0.9, -4.8, 0.1, -12.1, 2.1, -9.6
- Clc1ccc(CN2CC[C@H]3C=CCc4cccc(c43)C2)cc1
  -1.9, ., ., -0.8, -6.1, -1.2, 18.1, -0.8, -19.4
- Cc1ccc(C(=O)Nc2ccccc2C(=O)NC(Cc2ccccc2)C(=O)O)cc1 (stereo not drawn)
  -11.7, 2.6, -13.8, 0.8, 14.8, 0.0, -0.4, 2.1, 0.1
- COc1ccc2c(Sc3ccc(C)cc3)c(C(=O)NCC(C)c3ccccc3)[nH]c2c1 (stereo not drawn)
  -2.3, -22.9, -4.4, 0.5, -0.7, -0.1, ., 1.9, .
- CCCCn1c(N)c(N(CCC(C)C)C(=O)COC(=O)c2cccnc2Cl)c(=O)[nH]c1=O
  0.4, -5.4, 23.4, 0.5, 7.2, 0.4, -3.7, 2.2, 0.1
- O=C(C[n+]1ccc2ccccc2c1)c1ccccc1
  -2.7, -7.7, -5.1, 1.0, 0.0, ., ., 5.4, -9.0
- CCOC(=O)c1c(NC(=O)COC(=O)c2nc(Cl)ccc2Cl)sc(C(=O)N(C)C)c1C
  -9.1, -17.7, -11.3, 0.0, -1.6, 1.0, -4.0, 2.6, 4.2
- Cn1nc([N+](=O)[O-])nc1Sc1cccc2cccnc12
  -3.7, -0.4, 7.3, -1.6, -2.0, ., ., 0.7, .
- CCn1c(NCc2cccc(OC)c2OC)nc2ccccc21
  -4.3, 0.6, 7.9, 0.4, -1.8, -2.5, 24.4, 2.2, -18.3
- Cc1ccc2cc(CN(CC3CCCO3)C(=S)NCc3ccco3)c(=O)[nH]c2c1 (stereo not drawn)
  2.6, -1.5, -11.6, -0.4, 6.8, -0.1, -0.4, 2.2, -10.8
- C/C(=N\Nc1nc2ccccc2[nH]1)c1cc2ccccc2o1
  -4.7, ?, -1.0, -0.8, 5.3, -1.9, -7.1, -0.1, -5.1
- CCOC(=O)c1cc2c(C(F)(F)F)cc(-c3cccnc3)nc2o1
  -5.1, 4.2, -5.7, 0.3, -4.4, -0.1, 2.4, 0.4, -15.2
- COc1ccc(S(=O)(=O)NCCCN2CCOCC2)cc1F
  5.6, 5.6, 16.1, 0.1, -6.3, ., ., 1.7, -8.0
- Cc1cc(NC(=O)c2cccs2)cc(-c2nc3ncccc3o2)c1O
  -4.8, -17.2, 14.1, 0.0, -3.8, -0.5, -2.9, 0.1, 4.3
- COC(=O)Cc1c(C)c2ccc(OCC(=O)N(C)C3CCS(=O)(=O)C3)cc2oc1=O (stereo not drawn)
  -2.1, 14.1, 13.5, 0.7, 0.1, -1.1, 2.2, 2.5, -1.3
- COc1cccc(C2CC(=O)Nc3cc4c(cc32)OCCO4)c1OC (stereo not drawn)
  1.2, -2.5, 3.2, 1.0, 14.2, 0.1, ., 0.1, -0.6
- CNC(=O)c1nnn(Cc2ccccc2)c1NC(=O)C(F)(F)F
  3.4, -5.6, 16.4, 1.2, -1.4, 0.7, -7.1, 11.9, -10.4
- CCCCn1c(N)c(N(CCC(C)C)C(=O)CCN2C(=O)C3CC=CCC3C2=O)c(=O)[nH]c1=O (stereo not drawn)
  0.2, 10.8, -0.1, 0.1, -1.7, ., ., 1.7, .
- CCc1cc(C(=O)N2CCN(c3ccccn3)CC2)sc1C
  0.6, 1.1, -11.6, -0.7, -6.5, -0.3, -13.4, 6.1, -11.3
- Cc1ccc2c(c1)C1CN(C)CCC1N2C(=O)COc1ccc(N(C)S(=O)(=O)c2cccs2)cc1 (stereo not drawn)
  -13.9, 2.7, -35.8*, 1.1, 3.2, 0.9, -11.5, 13.3, 5.0
- O=C(c1noc2c1CSc1ccccc1-2)N1CCN(c2ccc(Cl)cc2)CC1
  -4.2, -7.4, -11.3, -0.1, 1.7, -0.3, 2.4, 2.1, -0.8
- CC(=O)Cc1nsc(NC(=O)c2cccs2)n1
  -1.5, -1.0, -0.9, -1.4, -0.4, ., ., 3.6, -1.2
- COC(=O)Cn1c2ccc(F)cc2c2nc(C)sc21
  -1.9, 4.4, 1.6, -0.1, 3.7, 37.8*, -6.0, 1.9, -23.5
- CO/N=C/C(=N\Nc1cc(OC)cc(OC)c1)C(=O)c1ccccc1
  1.6, -4.7, 3.3, 0.1, -3.8, 2.4, -7.0, 11.3, 11.0
- Cc1c(NC(=O)c2cnn3c(C(F)(F)F)cc(-c4ccco4)nc23)c(=O)n(-c2ccccc2)n1C
  -1.7, -1.7, -0.7, 0.0, 9.5, 0.3, -20.7, 1.5, -2.4
- CCSc1nc2sc3c(c2c(=O)n1-c1ccccc1)CCN(C(C)C)C3
  -0.6, 4.8, 4.1, 0.8, -5.6, 0.4, -18.7, 0.9, -3.7
- COc1ccc(Nc2c([N+](=O)[O-])ccc3c2=NC2(CCCCC2)N=3)cc1
  -0.2, -33.3, 14.8, 0.5, 0.2, -2.4, 17.8, 4.3, 1.1
